PTK2B oligo ant – antagonists of Pyk2 self-association, primary screen, Q293 cells, FERM NanoBiT luminescence, HTS; Protein-tyrosine kinase 2-beta (Homo sapiens), Q14289; active compounds read low; z-score (the deposit names both 25 µM and 10 µM); 0.83% of 99,000 active; AID 1347419, 2020;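 active = Z-score of -3 or lower, scaled per plate to the spread of control and sample wells; inactive = z-score above -3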;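 also: negative z-score means lost luminescence so less FERM oligomerization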
Ecoli WT expand – growth inhibitors of wild-type E. coli, primary screen, strain BW25113, expanded library, OD600; OD600 absorbance; growth inhibition, % at 100 µM; 0.15% of 98,000 active;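 active = growth inhibition above about 50% at one test dose, limit read from the data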;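 also: growth measured after 20 h incubation at 37 °C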
CYP2C19 inh – blockers of cytochrome P450 2C19 activity – biochemical, luminescence, ADME assay, primary screen; AID 778, 2007; 21% of 96,000 active; CYP2C19 Supersomes, luciferin-H EGE luminescence, 30 min; P33261; inhibition, % at 5 µM;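 active = CYP2C19 inhibition above a set limit at 5 µM in the primary screen, cut at about 50% in these data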;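 also: plate controls were negative control wells for no effect and 2.5 mM tranylcypromine positive control for full effect; values of inactives mirror those of a sister screen read the other way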
Target sequence (P33261 whole entry, looked up): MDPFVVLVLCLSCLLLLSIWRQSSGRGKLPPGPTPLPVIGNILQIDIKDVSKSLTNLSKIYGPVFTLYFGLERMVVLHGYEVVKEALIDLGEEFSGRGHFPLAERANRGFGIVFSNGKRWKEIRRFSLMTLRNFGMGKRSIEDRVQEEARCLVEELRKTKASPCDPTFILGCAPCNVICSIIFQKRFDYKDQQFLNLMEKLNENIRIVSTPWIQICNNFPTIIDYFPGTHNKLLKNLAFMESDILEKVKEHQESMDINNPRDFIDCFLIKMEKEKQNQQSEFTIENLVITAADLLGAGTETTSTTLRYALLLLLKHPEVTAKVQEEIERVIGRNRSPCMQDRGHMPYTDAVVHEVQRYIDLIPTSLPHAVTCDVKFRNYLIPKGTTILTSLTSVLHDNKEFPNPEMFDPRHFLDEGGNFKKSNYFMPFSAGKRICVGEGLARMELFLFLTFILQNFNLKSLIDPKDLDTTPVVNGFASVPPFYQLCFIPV
PLAP act – PLAP enzyme activators, biochemical, luminescence, HTS | activation fold at 20 µM | purified PLAP enzyme, luminescent substrate read-out; active compounds read high | Alkaline phosphatase, placental type (Homo sapiens), P05187 | 1.2% of 96,000 active; in the data active = activation fold above about 2
EphB4 antag – EphB4-ephrin-B2 interaction antagonists, primary screen, biochemical, TNYL-RAW peptide probe, fluorescence polarization. EphB4 LBD / TNYL-RAW-Alexa532 peptide. inhibition, % at 7 µM. AID 720, 2007. 0.15% of 97,000 active;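 active = inhibition above the screen-wide mean inhibition plus 3 SD, cut at about 15% in these data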;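 also: 0% = DMSO wells and 100% = excess unlabeled TNYL-RAW peptide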
CYP2C9 act – human CYP2C9 activators, primary screen, biochemical, luminescence | 1.4% of 96,000 active | recombinant CYP2C9, luciferin-H conversion; active compounds read high; factor 1 = untreated enzyme, 0 = blocked | activation factor at 5 µM | AID 1024, 2008 | Cytochrome P450 2C9 (Homo sapiens), P11712;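 active = activation factor of 2 or more for CYP2C9 at a 5 µM dose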;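 also: 0 = sulfaphenazole-blocked wells and 1 = vehicle-only wells; values of inactives mirror those of a sister screen read the other way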
PostGolgi yeast – phenotypic screen on post-Golgi transport, primary screen; inhibition, % at 10 µM; post-Golgi transport phenotypic cell assay; 0.9% of 98,000 active; in the data active = inhibition above about 30%;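 also: yeast cells grown in 1536-well plates; yeast grown about 18 h at 30C before absorbance read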
CYP2C9 inhib – blockers of cytochrome P450 2C9 activity – biochemical, luminescence, ADME assay, primary screen. P11712. CYP2C9 Supersomes, luciferin-H conversion. inhibition, % at 5 µM. 20% of 96,000 active. AID 777, 2007;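 active = blocking of liver enzyme CYP2C9 beyond about 50% at 5 µM, limit read from the data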; also: values of inactives mirror those of a sister screen read the other way
CYP2C19 activ – human CYP2C19 activators, primary screen, biochemical, luminescence; recombinant CYP2C19, luciferin-H EGE luminescence; active compounds read high; 0 = fully inhibited enzyme, 1 = untreated enzyme; activation factor at 5 µM; Cytochrome P450 2C19 (Homo sapiens), P33261; 96,000 tested, under 10 active;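 active = activation factor of at least 2 at 5 µM in the primary screen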;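 also: 0 = wells with 2.5 mM tranylcypromine and 1 = vehicle-only wells; values of inactives mirror those of a sister screen read the other way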
Numbers without * were called inactive; nt = not tested or not shown.

entry	compound	CYP2C19 inh	PLAP act	CYP2C9 inhib	PostGolgi yeast	Ecoli WT expand	PTK2B oligo ant	CYP2C9 act	EphB4 antag	CYP2C19 activ
1	COc1ccc2c(c1)Cc1sc(NC(=O)c3ccco3)nc1-2	-2	0.9	2	18	-11	0.81	1	-1	1
2	CN/C=C1\C(=O)C(C)(C)Oc2ccc3ccc(=O)oc3c21	26	1.3	23	-1	0	-0.64	0.8	-2	0.7
3	CC1CCCN(c2nc3c(c(=O)[nH]c(=O)n3C)n2Cc2ccccc2Cl)C1 (stereo not drawn)	-12	1.6	17	2	4	nt	0.8	-2	1.1
4	O=C(CCc1ccccc1)Nc1nc2nc(-c3ccccc3)cc(=O)n2[nH]1	0	1.2	24	-2	-24	-0.92	0.8	3	1
5	CCOC(=O)N1CCN(CC(O)COc2ccccc2C(C)C)CC1 (stereo not drawn)	16	1.4	-1	4	1	0.66	1	3	0.8
6	CC1(C)CC(=O)CC(C2(O)C(=O)N(Cc3ccccc3)c3ccccc32)O1 (stereo not drawn)	17	0.9	1	1	9	nt	1	3	0.8
7	COCCN1Cc2cccc(C(=O)Nc3cccc(C)c3C)c2C1=O	22	0.7	29	-5	1	0.16	0.7	-1	0.8
8	Cc1cc(C)n2nc(CC(=O)NC3CCCCCCC3)nc2n1	-10	1.1	-11	5	0	0.01	1.1	1	1.1
9	COCc1nnc(NC(=O)c2cccs2)s1	2	1.1	19	0	-3	-0.19	0.8	-6	1
10	Cc1ccccc1OCC(=O)N/N=C1\CCOc2c(C)cccc21	32	0.8	10	-8	-10	1	0.9	-4	0.7
11	Cc1ccc(S(=O)(=O)N2CCC(C(N)=O)CC2)c(C)c1C	29	0.9	-23	5	-1	0.06	1.2	-2	0.7
12	c1ccc2c(-n3cnnn3)cccc2c1	-8	1	-42	6	6	-0.58	1.4	-4	1.1
13	O=S(=O)(c1ccc(C2CCCCC2)cc1)N1CCCC1	-2	0.9	22	-2	0	-1.6	0.8	-8	1
14	Cc1ccc(C(=O)N2CCCC2)cc1Br	23	0.9	-44	-9	4	-0.45	1.4	-6	0.8
15	Cc1nnc(Sc2nc3ccccc3o2)c2ccccc12	46	1.2	15	-1	9	-0.18	0.9	-5	0.5
16	Cc1c(N=Cc2cccs2)c(=O)n(-c2ccccc2)n1C	-1	0.9	0	-9	5	0.18	1	4	1
17	COc1cccc(Nc2nc(-c3cccc(N4C(=O)c5ccccc5C4=O)c3)cs2)c1	26	1	62*	-10	-4	-0.13	0.4	0	0.7
18	Cc1cc(=O)n2nc(N3CCC(C(=O)N4CCN(Cc5ccccc5)CC4)CC3)sc2n1	5	1.3	1	-4	3	3.2	1	-4	1
19	COc1ccc(NC(C)=O)cc1NC(=O)CN1CCN(c2ccccn2)CC1	-7	1	6	5	-1	-0.18	0.9	nt	1.1
20	Cc1cccc(C(=O)O/N=C(\N)c2cccc([N+](=O)[O-])c2)c1	4	0.8	-31	-5	3	-0.1	1.3	10	1
21	Cc1ccccc1N1CCN(C(=O)C2CCCCC2)CC1	49	1.1	44	6	0	-0.45	0.6	-1	0.5
22	N#CCSc1nnc2sc3ccccc3n12	4	1	-53	-6	-7	nt	1.5	-7	1
23	CC(C)CC(=O)NC1(C(F)(F)F)C(=O)Nc2c1c(=O)[nH]c(=O)n2Cc1ccco1 (stereo not drawn)	-11	1.2	6	7	3	0.18	0.9	-5	1.1
24	OCCNc1ccc(Cl)cc1	19	0.8	7	7	12	0.02	0.9	-2	0.8
25	CC(=O)Nc1cccc(OCC(=O)Nc2ccc(F)cc2)c1	68*	1	-33	3	18	1.1	1.3	-3	0.3

An excerpt from above, limited to CYP2C9 inhib and PLAP act.
No. | canonical_smiles | CYP2C9 inhib | PLAP act
13 | O=S(=O)(c1ccc(C2CCCCC2)cc1)N1CCCC1 | 22 | 0.9
10 | Cc1ccccc1OCC(=O)N/N=C1\CCOc2c(C)cccc21 | 10 | 0.8
3 | CC1CCCN(c2nc3c(c(=O)[nH]c(=O)n3C)n2Cc2ccccc2Cl)C1 (stereo not drawn) | 17 | 1.6

(list continues)
entry	compound	CYP2C19 inh	PLAP act	CYP2C9 inhib	PostGolgi yeast	Ecoli WT expand	PTK2B oligo ant	CYP2C9 act	EphB4 antag	CYP2C19 activ
26	CC(=O)N1CCN(Cc2nc3cc(NC(=O)c4ccc(Cl)cc4)ccc3n2C)CC1	-11	1.7	-2	1	1	1.6	1	-2	1.1
27	Cc1ccc(C2NC(=S)NC3=C2N2CCC3CC2)cc1 (stereo not drawn)	-9	1.2	1	1	-1	-0.68	1	2	1.1
28	Cc1cc(-c2csc(N)n2)c(C)n1C	16	1	24	0	-4	-0.54	0.8	-1	0.8
29	CC(c1ccccc1)n1c(NCCCn2ccnc2)nc2c1c(=O)[nH]c(=O)n2C (stereo not drawn)	56*	1.2	96*	6	-3	nt	0	-6	0.4
30	COc1ccc(S(=O)(=O)N2CCC(C(=O)N3CCc4ccccc4C3)CC2)cc1C	50	1.4	32	16	-6	0.11	0.7	3	0.5
31	CN(CCOC(=O)c1ccco1)Cc1ccccc1	26	1	7	0	-3	-0.1	0.9	-3	0.7
32	Cc1oc2c(CN3CCCC3)c(O)ccc2c(=O)c1-c1ccc(Br)cc1	3	1.2	6	10	1	0.48	0.9	-3	1
33	COC(=O)C(NC(=O)c1ccccc1)(Nc1nccs1)C(F)(F)F (stereo not drawn)	23	1	23	1	3	-0.17	0.8	-9	0.8
34	Cc1nc2cc(NC(=O)COc3ccc(C#N)cc3)ccc2n1-c1ccccc1	23	1	38	8	-7	-0.87	0.6	1	0.8
35	CCCCOC(=O)C1=C(C)Nc2ncnn2C1c1cc(OC)ccc1OC (stereo not drawn)	24	1.2	58*	-4	7	-1.7	0.4	-6	0.8
36	Cc1cc(S(=O)(=O)N2CCN(Cc3ccc4c(c3)OCO4)CC2)cc(C)c1N1CCCC1=O	16	1.4	36	0	1	nt	0.6	nt	0.8
37	Cc1ccc2c(c1)nnn2C1CCN(CC(=O)NCCc2nc3ccccc3[nH]2)CC1	22	1.2	24	-4	10	1.6	0.8	3	0.8
38	COc1ccc(CSc2nnc3n(C)c(=O)c4c5c(sc4n23)CCCC5)cc1	-3	1.2	-3	nt	nt	nt	1	nt	1
39	CCC(C)(C(=O)NC1CCCCC1)N(C(=O)c1ccccn1)c1ccc(C)cc1 (stereo not drawn)	24	1.3	11	1	-4	-0.05	0.9	2	0.8
40	O=C(Nc1ccc(O)cc1C(=O)O)c1cccc(Br)c1	10	1.1	48	-3	-10	1.3	0.5	nt	0.9
41	CCN1CCN(C(c2cccs2)C(C)NC(=O)NC2CCCCC2)CC1 (stereo not drawn)	-2	1	6	1	0	nt	0.9	4	1
42	CC(C)CC(=O)Nc1cccc(-c2cn3ccsc3n2)c1	9	1.9	36	28	19	0.43	0.6	-3	0.9
43	Cc1ccc(C)c(C(=O)CSc2n[nH]c(C)n2)c1	57*	1.8	14	6	10	1.9	0.9	-3	0.4
44	O=C(NCc1ccco1)c1cccc(NC(=O)c2ccco2)c1	30	1.6	82*	-6	12	-0.19	0.2	0	0.7
45	FC(F)(F)c1cccnc1N1CCN(c2ncnc3nc[nH]c23)CC1	83*	1.5	38	-10	-6	nt	0.6	nt	0.2
46	COc1ccc(C)cc1NC(=O)C1CCCCC1C(=O)O (stereo not drawn)	-8	1.1	4	7	-3	-0.17	1	nt	1.1
47	Cn1c(SCC(=O)Nc2cccc(NC(=O)c3cccs3)c2)nnc1-c1ccncc1	54*	1.9	90*	10	1	0.91	0.1	-2	0.5
48	Cc1ccc(Nc2nc(N)nc(CSc3nccn3C)n2)cc1	36	0.9	6	-2	8	0.24	0.9	1	0.6
49	Nc1cc(=O)[nH]c(SCc2ccc(Cl)cc2)n1	16	1.4	-7	-2	6	0.65	1.1	2	0.8
50	COC(=O)c1cccc(NS(=O)(=O)c2ccc(OC)c(OC)c2)c1C	19	1	43	-2	-2	0.24	0.6	0	0.8
51	CCN(CC)S(=O)(=O)c1ccc(C)c(C)c1	82*	1.2	-237	1	6	0.35	3.4*	-8	0.2
52	O=C1OCCC1Sc1nnc(-c2ccc(Br)cc2)o1 (stereo not drawn)	62*	0.9	5	-15	-2	1.4	1	-2	0.4

3 compounds already listed, arranged by formula weight, smallest number first:
entry	compound	CYP2C19 inh	PLAP act	CYP2C9 inhib	PostGolgi yeast	Ecoli WT expand	PTK2B oligo ant	CYP2C9 act	EphB4 antag	CYP2C19 activ
43	Cc1ccc(C)c(C(=O)CSc2n[nH]c(C)n2)c1	57*	1.8	14	6	10	1.9	0.9	-3	0.4
34	Cc1nc2cc(NC(=O)COc3ccc(C#N)cc3)ccc2n1-c1ccccc1	23	1	38	8	-7	-0.87	0.6	1	0.8
26	CC(=O)N1CCN(Cc2nc3cc(NC(=O)c4ccc(Cl)cc4)ccc3n2C)CC1	-11	1.7	-2	1	1	1.6	1	-2	1.1

Compound activity as filed in PubChem BioAssay.
